Bioassay records as filed in PubChem.
LEDGF integ inh: blocks HIV-1 LEDGF/p75-dependent DNA integration; TR-FRET IN-LEDGF/p75 DNA integration, Eu/Cy5; inhibition, % at 3.7 µM; actives 0.64% (n = 370,000); AID 743269;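 active = inhibition above the screen-wide mean plus 3 SD, cut at about 13% in these data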;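 note: signal is the Cy5 over europium emission ratio at 671 and 618 nm; 0% = plate median of compound wells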
DDE Tn7 FP inh: DD(E)-Tn7 binding inhibition, primary FP screen | P02675 | actives 0.13% (n = 370,000) | AID 720508 | FP displacement of FITC-Tn7 peptide from fibrin DD(E); 0% = median of compound wells per plate | inhibition, % at 8.3 µM;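 active = inhibition above the mean of compounds falling within the control limits plus 3 SD of them, cut at about 14% in these data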;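 note: 0% = plate median of compound wells and 100% = 10 µM Aha-Tn7 peptide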
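Measure: % inhibition scaled between sample-field median and high-control FP; Test system: human fibrin DD(E); Quantity: 2 µM final DD(E) protein; Doses: one dose, 8.3 µM nominal; Schedule: compound with protein 10 min, then 3 h after probe, room temperature; Detection: fluorescence polarization; Medium: Tris buffer with calcium and detergent, pH 7.8.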
HTRA1 inh: HTRA1 (human) protease inhibition | Q92743 | actives 0.5% (n = 340,000) | AID 504803 | inhibition, % at 5.96 µM | recombinant HTRA1, FP-rhodamine activity-based probe, fluorescence polarization; in the data active = inhibition above about 36%;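 note: 0% = enzyme with DMSO and 100% = wells lacking enzyme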
TDP2 absorb: blocks human TDP2 phosphodiesterase activity; recombinant TDP2, T5PNP hydrolysis, p-nitrophenol absorbance 415 nm; inhibition, % at 12.8 µM; actives 0.34% (n = 370,000); O95551;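 active = inhibition above the mean of all tested compounds plus 3 SD, set per campaign, cut at about 25% in these data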;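 note: 0% = DMSO with enzyme and 100% = buffer with substrate but no TDP2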
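System – recombinant human TDP2 · Quantity – TDP2 enzyme at 120 nM final · Doses – single concentration, 12.8 µM nominal, with 1% DMSO · Incubation – 2 h at 37 °C · Measured by – epi absorbance of p-nitrophenol freed from T5PNP by hydrolysis · Read-out – % inhibition relative to enzyme-containing and enzyme-free wells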
PG9 binder: small molecules binding HIV-1 gp120 antibody PG9; inhibition, % at 6.7 µM; actives 0.43% (n = 360,000); TR-FRET gp120-PG9 antibody binding; AID 624416; in the data active = inhibition above about 8.5%
UHRF1 binding: blocks human UHRF1 binding to methylated DNA; Q96T88; UHRF1 binding to methylated oligo, TR-FRET; inhibition, % at 4.4 µM; actives 0.75% (n = 370,000); AID 687016; in the data active = inhibition above about 21%;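 note: UHRF1 SRA domain binding a hemimethylated CpG hairpin DNA probe; 0% = median of test compound wells and 100% = reference inhibitor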
PRMT1 FP inh: PRMT1 (human) inhibition, primary screen; recombinant PRMT1, activity-based probe fluorescence polarization; inhibition, % at 2.79 µM; actives 1.3% (n = 370,000);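 active = inhibition above about 21% made by adding two undisclosed values, limit read from the data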
Target sequence (Q99873 whole entry, looked up): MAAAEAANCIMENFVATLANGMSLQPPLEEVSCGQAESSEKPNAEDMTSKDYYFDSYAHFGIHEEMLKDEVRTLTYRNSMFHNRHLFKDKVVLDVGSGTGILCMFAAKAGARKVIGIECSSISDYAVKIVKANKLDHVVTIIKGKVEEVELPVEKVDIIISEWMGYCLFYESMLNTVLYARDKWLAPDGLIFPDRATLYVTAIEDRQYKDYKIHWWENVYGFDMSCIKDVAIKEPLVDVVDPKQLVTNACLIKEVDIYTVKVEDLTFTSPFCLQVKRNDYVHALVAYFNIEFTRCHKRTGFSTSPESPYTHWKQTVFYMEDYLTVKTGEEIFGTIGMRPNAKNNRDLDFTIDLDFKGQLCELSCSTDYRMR
TCR CD3 inh: inhibitors of human TCR-CD3 interaction; actives 0.37% (n = 360,000); TAMRA-labeled TCR probe fluorescence, biochemical; AID 651800; inhibition, % at 9.4 µM; in the data active = inhibition above about 19%;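 note: recombinant mutant TCR 2C K166C tagged with TAMRA read by polarization; 0% = receptor in buffer alone and 100% = receptor with positive control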
ABHD4 inh: inhibitors of mouse ABHD4; actives 0.54% (n = 370,000); purified mABHD4, FP-Rh probe fluorescence polarization; inhibition, % at 8.92 µM; Q8VD66; AID 720543;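 active = inhibition exceeding the mean over every tested compound plus 3 SD, cut at about 30% in these data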;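 note: 0% = plate median of compound wells and 100% = S159A mutant with DMSO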
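System: mouse ABHD4 enzyme, wild type / Medium: HEPES pH 7.0, NaCl, Pluronic buffer / Reagent: FP-Rh activity-based fluorescent probe / Control set: S159A mutant high control, sample median low control / Detection: fluorescence polarization with parallel and perpendicular emission, 525/598 nm / Schedule: 45 min + 60 min at 25 °C / Compound dosing: 8.92 µM, single dose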
SIAE primary: inhibitors of human sialic acid acetylesterase SIAE | AID 1053197 | inhibition, % at 9.66 µM | Q9HAT2 | actives 0.69% (n = 370,000) | SIAE FP-Rh probe binding, fluorescence polarization;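 active = inhibition above a cutoff: mean of compounds within the control limits plus 3 SD of those, cut at about 17% in these data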;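 note: 0% = plate median of compound wells and 100% = probe without SIAE protein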
Target sequence (Q9HAT2 whole entry, looked up): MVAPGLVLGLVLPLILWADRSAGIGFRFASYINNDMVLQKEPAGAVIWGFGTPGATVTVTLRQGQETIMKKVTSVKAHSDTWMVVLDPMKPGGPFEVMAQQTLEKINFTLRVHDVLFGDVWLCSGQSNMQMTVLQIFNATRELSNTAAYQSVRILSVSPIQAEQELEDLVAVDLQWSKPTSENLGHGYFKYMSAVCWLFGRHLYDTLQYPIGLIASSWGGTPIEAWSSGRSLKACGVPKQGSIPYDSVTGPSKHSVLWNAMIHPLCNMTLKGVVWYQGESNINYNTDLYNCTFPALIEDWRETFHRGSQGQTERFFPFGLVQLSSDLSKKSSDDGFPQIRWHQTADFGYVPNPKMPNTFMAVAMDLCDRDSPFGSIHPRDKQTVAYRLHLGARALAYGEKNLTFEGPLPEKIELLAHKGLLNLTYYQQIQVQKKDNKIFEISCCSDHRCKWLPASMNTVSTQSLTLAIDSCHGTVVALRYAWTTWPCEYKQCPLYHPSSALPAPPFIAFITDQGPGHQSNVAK
An asterisk follows results filed as active; x = not tested or not shown; & = joins results of further samples.

SMILES	LEDGF integ inh	DDE Tn7 FP inh	HTRA1 inh	TDP2 absorb	PG9 binder	UHRF1 binding	PRMT1 FP inh	TCR CD3 inh	ABHD4 inh	SIAE primary
N#Cc1ccc(NC(=O)OC2CCC23CCC(c2ccccc2)CC3)cc1 (centres undefined)	-2	0	x	2	x	1	2	x	-44	-26
CC(C)COc1cccc(C(=O)Nc2ccc(N3CCOCC3)cc2N2CCOCC2)c1	1	-8	4	-4	0.1	-1	-3	3	1	3
Cc1onc(-c2ccccc2)c1-c1ccc(S(N)(=O)=O)cc1	-2	3	-3	2	0.1	1	1	-1	2	3
Cn1c(CSc2nc3ccc(Br)cc3[nH]2)nc2ccccc21	2	-6	-38	1	-1.1	0	-2	7	-28	-5
COC(=O)CSc1nc(N)c(C#N)c(-c2ccc(O)cc2)c1C#N	1	2	-16	2	-1.5	1	-3	6	-10	-12
O=C1N(Cc2ccccc2)c2ccccc2C12CCCc1sc(CCc3ccccc3)nc12 (centres undefined)	1	0	x	0	x	-7	-3	x	4	2
COc1ccc(NC(=O)c2ccc(-c3c(C)noc3C)c3ccoc23)cn1	0	-3	x	-6	-2.8	1	3	2	2	-1
O=S(=O)(c1ccc(N2CCCC2)cc1)C(F)(F)F	-1	1	-2	-7	0.1	1	-1	10	4	-6
Cc1ccsc1C(=O)N1CCN(S(=O)(=O)c2cccc(F)c2)CC1	3	-1	0	-7	2.7	8	3	1	-8	3
Cc1ccc2nc(C3CCCN(C(=O)NCc4ccccc4)C3)[nH]c2c1 (centres undefined)	5	6	2	-19	0.1	3	-1	-4	-12	1
O=C(NCCCc1ccccc1)[C@H](Cc1ccccc1)NC1(C(=O)NCCc2c[nH]c3ccccc23)CCC1	-1	2	x	2	x	1	5	x	-14	5
Cc1ccc(C)c(CC(=O)N2CCCC(c3cc(C(=O)NCc4cccnc4)no3)C2)c1 (centres undefined)	-1	-7	x	-7	-0.6	0	-2	0	-3	1
Cc1cc(Br)ccc1NC(=O)CN(C)C(=O)CSC(=S)N1CCCC1	2	-5	3	-5	-2.7	0	10	5	1	-6
CCOc1ccccc1C(=O)N(Cc1cccs1)C1CCS(=O)(=O)C1 (centres undefined)	2	2	-1	-3	-2.0	-1	2	1	0	-1
COCn1c(-c2cccc(Br)c2)nc2ccccc21	4	5	-12	-5	-2.6	0	-1	7	-5	-2
CC(C)[C@H](NC(=O)[C@@H]1Cc2c([nH]c3ccccc23)C2c3ccccc3C(=O)N21)C(=O)N1CCC[C@H]1C(=O)O (some centres undefined)	-2	-1	x	1	0.1	0	1	6	6	-2
CC(=O)Oc1ccc(N2C(=O)c3cccc4c([N+](=O)[O-])ccc(c34)C2=O)cc1	3	4	10	1	-2.1	1	1	9	4	-1
O=C(Cc1cccs1)NCc1ccccc1	-2	3	3	-6	1.8	1	2	-10	-2	1
CC(=O)N1CCN(C(=O)c2cc(=O)c3ccccc3o2)CC1	4	6	7	-1	-0.4	-1	-2	6	7	-4
O=C(CN1CCCCCC1)Nc1cccc([N+](=O)[O-])c1	2	-6	-15	12	-2.5	0	-3	7	-5	5
CCC(=O)c1ccc(OCC(O)CN2CCN(S(=O)(=O)N3CCCCC3)CC2)cc1 (centres undefined)	4	2	2	1	-2.8	-1	-1	8	2	11
Cc1ccc(OCC(=O)O/N=C(\N)c2ccccn2)cc1C	0	-3	x	-7	-2.4	-1	0	1	2	0
c1ccc2c(N3CCOCC3)nc(-c3ccncc3)nc2c1	-3	-3	1	0	-0.5	-2	-1	8	4	-1
CCC(NC(=O)Cc1c(C)c2ccc(OC)c(C)c2oc1=O)C(=O)NC(Cc1ccc(Cl)cc1)C(=O)O (centres undefined)	0	-3	-8	-1	1.3	0	-2	3	-8	-2
Cc1ccc(C(=O)N/C(=C/c2cccs2)C(=O)NCC2CCCO2)cc1 (centres undefined)	5	2	2	1	-0.1	-2	-1	9	-5	7
CC1C2CC(C(CN(C)C)/C2=N/O)C1(C)C (centres undefined)	3	-3	-10	6	-2.8	0	0	0	4	-4
COc1cc(-c2nnc(-c3ccc(S(=O)(=O)c4ccccc4)cc3)o2)cc(OC)c1OC	-2	-1	-3	0	1.5	0	0	2	1	-8
CCCCc1n(CC(=O)c2ccc(Cl)cc2)c2ccccc2[n+]1C	0	2	1	1	0.7	3	3	-2	9	3
Cn1c(Cc2cccs2)nnc1SCC(=O)N1CCCc2ccccc21	3	5	0	7	-0.2	3	0	0	0	0
CCCCOC(=O)C1=C(C)Nc2ncnn2C1c1cccc(OC)c1OC (centres undefined)	2	14	6	1	0.1	2	-2	5	-2	4
Cc1cccc(-c2nc(CS(=O)CC(=O)N3CCN(C)CC3)c(C)o2)c1 (centres undefined)	-3	1	-3	6	-1.9	0	-2	5	0	0
CCOC(=O)/C=C/C(=O)Nc1nccs1	2	6	2	-2	-0.3	1	3	-5	-4	6
Cc1ccc(C(=O)Cc2ccccc2)c(O)c1	-1	0	-5	0	-1.9	-1	-2	3	-5	8
NS(=O)(=O)c1ccc(NC(=S)NCc2ccccc2)cc1	1	5	2	9	0.3	-2	1	0	1	6
Cn1c(N)c(S(=O)(=O)NCc2ccc(Cl)cc2)c(=O)n(C)c1=O	3	-9	-4	5	1.4	-2	-3	0	-4	15
O=[N+]([O-])c1cc(S(=O)(=O)C(F)(F)F)ccc1Sc1nc2ccccc2s1	-3	-1	1	-5	-1.8	0	-1	0	-10	1
Cc1cccc(NC(=O)NC(C)C(c2cccs2)N2CCOCC2)c1 (centres undefined)	-4	5	-1	5	-0.5	0	-8	4	-7	4
Cn1ccnc1SCC(=O)n1c2c(c3ccccc31)CCCC2	0	-2	0	4	-1.1	1	1	-2	7	-1
Cc1cccc(N2CCN(Cc3c(C)n(C)n(-c4ccccc4)c3=O)CC2)c1C	1	7	2	4	-0.4	-1	-1	-3	3	0
O=C(CCc1nnc(-c2ccccc2)o1)NCc1cc(F)ccc1F	-6	1	-6	-9	0.6	3	5	2	5	-1
Cn1c(-c2ccccc2)cnc1NCc1ccc(-c2ccccc2)cc1	-1	0	1	11	0.4	-3	6	6	21	8
CCCOC(=O)c1ccc(O)c(OC)c1	1	-1	1	3	0.6	0	2	-3	-1	4
CCc1c(C)nc2cc(-c3cccc(Br)c3)[nH]n2c1=O	-2	1	1	5	4.3	-1	4	-2	0	2
CCC1SC2=NCCN2C1(O)c1ccc(Cl)cc1 (centres undefined)	0	1	-1	-6	-1.0	-1	-2	3	-1	3
c1ccc(CSc2nc3ncncc3[nH]2)cc1	-2	0	4	19	-0.7	1	2	-2	0	7
COc1cc(C(=O)NCCCNC(=O)c2cc(OC)c(OC)c(OC)c2)cc(OC)c1OC	-2	4	x	1	0.4	2	-2	9	0	-3
O=C(Cc1ccc(-n2c(=O)c3sccc3n(CC(=O)Nc3ccccc3)c2=O)cc1)NCc1ccco1	-1	5	-7	-8	7.6	-3	0	0	-10	-21
COc1ccc(CCNc2ncnc3c2[nH]c2cc(OC)c(OC)cc23)cc1OC	1	2	9	3	-0.2	-1	1	-9	13	19*
COc1ccc(C2CC(=O)c3cnc(NC(=O)c4cc(OC)cc(OC)c4)nc3C2)cc1 (centres undefined)	5	-6	-33	-22	2.0	-3	-1	3	-10	0
Cc1ccc(S(=O)(=O)N2CCOCC2)cc1NC(=O)COC(=O)c1ccc(Br)cc1	3	1	-2	8	0.1	0	0	-5	0	8
CC(C)CCN1CCN(Cc2cc(F)ccc2-n2cccn2)CC1CCO (centres undefined)	0	2	-2	8	-1.5	4	5	-9	-7	-6
CC(=O)C1=C(O)C(=O)N(c2ccc(F)cc2)C1c1ccc(C)cc1 (centres undefined)	6	2	4	-10	2.7	-2	-6	0	-1	4
COCCNC(=O)C1(C)CCCN(Cc2c(C)nn(-c3ccccc3)c2C)C1 (centres undefined)	1	1	x	1	0.9	2	1	1	4	5
Cc1cc(-c2ccc(S(=O)(=O)N3CCN(c4ccccc4F)CC3)s2)on1	-8	4	-22	-13	-0.6	3	3	-5	1	2
Cc1nc2ccc3[nH]snc3c2n1	5	1	1	-2	-2.1	-10	1	4	-2	14
O=C(O)Cn1cc(CN2CCOCC2)c2ccccc21	-6	0	-2	15	-1.2	0	1	0	6	1
Cc1ccc(NC(=O)/C(=C/c2cccs2)NC(=O)c2ccco2)cc1	-2	-3	-1	7	0.4	1	1	3	8	2
CC(CCc1ccccc1)NC(=O)CCC(=O)N1CCC(C(=O)O)CC1 (centres undefined)	3	-8	0	-4	-3.6	3	-3	13	-6	-2
CCOc1ccc2nc(SCc3cccc(C)c3)nc(C)c2c1	0	-1	0	-2	-2.4	5	-1	-3	6	-4
COc1ccc(-n2nnnc2CNC(=O)c2ccc3c(c2)OCO3)cc1	3	5	7	1	0.5	1	2	-6	-9	2

Other compounds
SMILES	LEDGF integ inh	DDE Tn7 FP inh	HTRA1 inh	TDP2 absorb	PG9 binder	UHRF1 binding	PRMT1 FP inh	TCR CD3 inh	ABHD4 inh	SIAE primary
O=C1N=C(N2CCOCC2)S/C1=C/c1cccs1	-3	0	-4	-15	-4.3	1	8	2	5	-5
CC(=O)c1ccc(OCC(O)CN2CCN(Cc3ccc4c(c3)OCO4)CC2)cc1 (centres undefined)	4&1	-7&-5	0&-2	-4&4	-0.5&-0.8	3&-3	1&-2	6&11	2&1	-4&10
COc1ccc(Cl)cc1C(=O)NNC(=O)c1csc(N2CCOCC2)n1	2	-11	2	-7	-1.7	-1	-1	-2	-1	-6
Cc1cc(C)c(S(=O)(=O)N(CC(=O)O)C2CCCCC2)c(C)c1	-2	-4	1	3	0.0	2	1	5	8	0
CN(C)c1cnn(-c2ccccc2)c(=O)c1Cl	3	-7	1	-3	-2.6	0	-1	2	-1	5
Oc1ccc2c(ccc3[nH]cnc32)c1	-2	0	2	-5	-1.8	-1	4	6	6	8
O=S(=O)(NC1CCCCC1N1CCN(c2ccccc2F)CC1)c1ccccc1 (centres undefined)	-1	-5	-16	-19	-1.2	6	-4	-8	-8	2
